AGP1-GFP MLPCN: alters AGP1-GFP fluorescence in TOR pathway yeast screen; S. cerevisiae AGP1-GFP multiplex flow cytometry, 3 h; GFP as percent of DMSO wells; GFP response vs DMSO, % at 10 µM; hit rate 0.02% among 320,000; AID 2066;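 active = GFP response relative to DMSO above a set limit, near screen average plus 3 SD, cut at about 150% in these data; inconclusive = fewer than 70 cells counted for the yeast strain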;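 note: median GFP channel fluorescence of the gated AGP1 strain per well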
JMJD2C inh: human JMJD2C demethylase inhibition | Q9H3R0 | GST-JMJD2C(1-420) H3K9me3 demethylation, DELFIA europium | inhibition, % at 2.35 µM | hit rate 0.069% among 330,000 | AID 2099;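 active = more than half of a compound's replicate wells show inhibition beyond 50%, single wells judged on their own value; inconclusive = some, but no more than half, of replicates pass 50% inhibition; inactive = no replicate passes 50% inhibition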;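 note: signal counts dimethyl H3K9 product captured on neutravidin plate; 0% = median of DMSO wells and 100% = 0.3 times that DMSO median; strong numbers were not always called active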
Target sequence (Q9H3R0 1-420 limits assumed): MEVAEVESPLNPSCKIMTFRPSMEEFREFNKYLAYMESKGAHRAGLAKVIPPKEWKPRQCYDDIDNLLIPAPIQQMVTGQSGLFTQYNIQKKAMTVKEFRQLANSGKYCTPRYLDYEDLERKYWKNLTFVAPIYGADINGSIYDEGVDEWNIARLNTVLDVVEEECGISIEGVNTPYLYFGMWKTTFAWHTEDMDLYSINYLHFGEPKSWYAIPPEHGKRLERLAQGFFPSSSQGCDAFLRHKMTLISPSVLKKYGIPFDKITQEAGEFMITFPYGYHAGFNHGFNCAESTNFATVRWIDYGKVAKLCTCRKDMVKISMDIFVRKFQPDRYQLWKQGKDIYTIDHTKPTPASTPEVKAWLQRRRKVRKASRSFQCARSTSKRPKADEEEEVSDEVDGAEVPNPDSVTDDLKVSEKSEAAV
RPL19A-GFP yeast: alters RPL19A-GFP fluorescence in TOR pathway yeast screen | S. cerevisiae RPL19A-GFP strain, flow cytometry, 3 h; stronger effect = lower value | percent response vs DMSO, % at 10 µM | hit rate 0.3% among 330,000 | AID 2025;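 active = percent response vs DMSO below 50%; inconclusive = fewer than 70 events counted for the yeast strain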;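 note: median channel GFP fluorescence of the barcoded RPL19A-GFP strain; ratio of sample median GFP to plate DMSO average so 100% = DMSO; lower means less RPL19A-GFP as with rapamycin TOR inhibition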
MEP2-GFP yeast: alters MEP2-GFP fluorescence in TOR pathway yeast screen | S. cerevisiae MEP2-GFP strain, flow cytometry GFP, 3 h; 100% = DMSO control level | GFP response vs DMSO, % at 10 µM | hit rate 0.51% among 330,000;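 active = GFP response versus DMSO above a set limit, roughly screen mean plus 3 SD, cut at about 180% in these data; inconclusive = fewer than 70 cells counted for a yeast strain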;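 note: median GFP fluorescence of the barcode-gated MEP2-GFP cells per well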
VLA-4 inh: inhibition in a human VLA-4 binding assay; hit rate 0.2% among 330,000; VLA-4 expressing cells, ligand binding flow cytometry; AID 2557; inhibition, % (about 7 µM as worked out from the volumes in the protocol); in the data active = inhibition above about 50%
LAP4-GFP MLPCN: yeast TOR pathway LAP4-GFP modulation; S. cerevisiae LAP4-GFP multiplex, flow cytometry GFP, 3 h; median GFP as percent of DMSO wells; GFP response vs DMSO, % at 10 µM; hit rate 0.34% among 320,000;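 active = GFP response vs DMSO above a set limit, about the screen mean plus 3 SD, cut at about 150% in these data; inconclusive = under 70 cell events counted for the yeast strain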
GRK2 aptamer HTS: blocks RNA aptamer binding to human GRK2 | P25098 | bead flow cytometry, FAM-aptamer displacement from GRK2 | inhibition of aptamer binding, % at 10 µM | hit rate 0.59% among 330,000;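 active = inhibition of aptamer binding above 40%, roughly 3 SD of noise, on plates passing a quality check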;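 note: median bead fluorescence of bound FAM aptamer so fluorescent compounds give negative values; no value below 0 was filed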
Target sequence (P25098 whole entry, looked up): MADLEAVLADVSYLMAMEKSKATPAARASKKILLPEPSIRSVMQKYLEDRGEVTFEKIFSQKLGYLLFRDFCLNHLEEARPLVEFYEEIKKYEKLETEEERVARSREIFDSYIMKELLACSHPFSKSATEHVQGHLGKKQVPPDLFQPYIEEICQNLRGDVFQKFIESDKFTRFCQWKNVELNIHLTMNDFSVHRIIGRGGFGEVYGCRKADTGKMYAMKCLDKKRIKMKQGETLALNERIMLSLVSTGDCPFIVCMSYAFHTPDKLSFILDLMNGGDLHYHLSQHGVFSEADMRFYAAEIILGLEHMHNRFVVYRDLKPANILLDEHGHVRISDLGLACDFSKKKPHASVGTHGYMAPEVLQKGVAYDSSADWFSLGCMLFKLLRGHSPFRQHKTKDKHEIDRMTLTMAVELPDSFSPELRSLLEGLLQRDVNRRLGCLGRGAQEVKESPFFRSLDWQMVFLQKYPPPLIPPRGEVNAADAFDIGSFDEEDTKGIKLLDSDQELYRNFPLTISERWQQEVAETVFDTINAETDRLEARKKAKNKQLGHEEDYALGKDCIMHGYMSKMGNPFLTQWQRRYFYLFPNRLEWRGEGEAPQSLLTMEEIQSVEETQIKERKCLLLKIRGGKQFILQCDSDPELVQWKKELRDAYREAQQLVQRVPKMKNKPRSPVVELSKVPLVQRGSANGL
CIT2-GFP yeast: alters CIT2-GFP fluorescence in TOR pathway yeast screen | S. cerevisiae CIT2-GFP strain, flow cytometry, 3 h; 100 means same as DMSO wells | GFP response vs DMSO, % at 10 µM | hit rate 0.065% among 320,000 | AID 2029;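 active = GFP response relative to DMSO above a set limit, near the screen mean plus 3 SD, cut at about 150% in these data; inconclusive = Fewer than 70 cells measured for a yeast strain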;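 note: ratio of well median GFP fluorescence to mean of DMSO wells on the plate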
Numbers without * were called inactive; ? = inconclusive; nt = not tested or not shown.

SMILES	AGP1-GFP MLPCN	JMJD2C inh	RPL19A-GFP yeast	MEP2-GFP yeast	VLA-4 inh	LAP4-GFP MLPCN	GRK2 aptamer HTS	CIT2-GFP yeast
COc1cc(/C=N/N=C2/NC(=O)C(Cc3ccc(F)cc3)S2)ccc1O (stereo not drawn)	110	-2	103	107	-3	98	1	113
COc1ccc(NC(=O)c2ccc(OC(=S)N(C)c3ccc(OC)cc3)cc2)cc1	100	-12	100	100	9	96	3	101
CC1CN(C(=S)NC(=O)c2ccc([N+](=O)[O-])cc2)CC(C)O1 (stereo not drawn)	102	-6	101	92	1	94	1	92
CC(C)CN(C)C(=O)CCc1nnc(Cc2ccc(-c3ccccc3)cc2)o1	88	2	98	98	7	89	0	94
CCN(Cc1nc2ccccc2c(=O)[nH]1)Cc1cc(=O)oc2cc(C)c(C)cc12	89	-6	95	91	14	98	2	nt
CCCCC(O)(CCCC)C(=O)NN(C(=O)c1cccnc1Cl)c1ccccc1	114	-6	99	95	13	108	3	102
COC(=O)CS(=O)(=O)c1ccsc1C(=O)Nc1ccc(F)c(F)c1	105	0	100	97	-2	103	12	104
Cc1cc(NC(=O)CCC(=O)N(Cc2ccco2)C2(C(=O)NC3CCCC3)CCCCC2C)no1 (stereo not drawn)	95	1	103	111	1	91	1	98
COc1ccccc1NS(=O)(=O)c1ccc(C(=O)N2CCN(c3ccccc3O)CC2)cc1	106	1	94	99	2	101	0	104
Cc1ncc(CO)c2cc(S(=O)(=O)c3ccc(F)cc3)c(=O)oc12	99	13	100	104	6	104	0	95
O=C(NCCC(=O)N(CCc1ccccc1)Cc1ccccc1)c1ccc(Br)cc1	104	-5	93	94	-18	106	0	85
O=C(NNC(=O)c1ccccc1O)c1ccc(Br)cc1	94	6	105	109	1	94	nt	97
C/C(=C\C(=S)Nc1ccccc1)Nc1ccc2ccccc2c1	93	0	104	96	-8	94	3	100
CC(NC(=O)c1cccnc1)C(=O)N1CCCCC1 (stereo not drawn)	101	-1	97	98	10	94	0	98
Cc1csc2ncnc(N3CCN(C(=S)Nc4ccc(C(F)(F)F)cc4)CC3)c12	106	-10	99	89	1	112	0	95
CC(C)c1nc(SCC(=O)Nc2ccc(C(=O)O)cc2)c2c3c(sc2n1)CCCC3	104	-4	103	99	5	106	2	101
O=C(Cn1cnc2c(cnn2-c2ccccc2)c1=O)N1CCOCC1	103	-8	98	95	-9	108	1	98
CN(CC(=O)Nc1ccc(Cl)cc1)C(=O)CNC(=O)c1ccc2ccccc2c1	99	1	95	98	1	98	2	108
CCN1CCN(C(=S)Nc2cccc(Cl)c2)CC1	103	-20	106	105	-2	93	0	103
CCCc1cc(=O)oc2c(C)c(OCC(=O)NCCCN3CCOCC3)ccc12	122	8	122	113	-7	119	0	133
O=C(Nc1ccc2oc(Cc3ccc(Cl)cc3)nc2c1)c1cccnc1	95	-1	96	100	5	97	0	104
CCCCCC(=O)NN1C(=S)N(c2ccc(OC)cc2)C(=O)C1CC(=O)Nc1ccccc1 (stereo not drawn)	104	4	100	99	0	115	4	98
COC(C(=O)Nc1ccnn1C1CCN(C(=O)c2cccc(F)c2)CC1)c1ccccc1 (stereo not drawn)	107	4	105	114	4	98	7	110
CC1(C)CC2CC(C)(CN2C(=O)C23CCC(C)(C(=O)C2)C3(C)C)C1 (stereo not drawn)	98	3	102	106	14	95	0	103
Cc1ccccc1Cn1cc(NC(=O)c2cc(-c3cccs3)on2)cn1	106	-1	101	105	4	108	5	105
CCCN1CCN(C(=O)CCn2c(=O)c3cccn3c3cccnc32)CC1	97	10	103	105	3	94	1	102
CN1CCc2c(sc(NC(=O)c3ccc([N+](=O)[O-])o3)c2C(N)=O)C1	97	4	102	100	-6	98	2	103
CC1(C)Cc2noc(N)c2C(C)(C)N1OC(=O)c1scc2c1OCCO2	98	nt	95	114	9	98	0	95
COc1ccccc1OCCNC(=O)CNC(=O)c1ccc(C(C)(C)C)cc1	97	7	96	103	16	99	1	100
COc1ccc(CNc2nc3ccccc3n2Cc2ccccc2)cc1OC	104	-3	98	100	6	92	1	102
CCn1c(CC(=O)Nc2ccc(C)cc2)n[nH]c1=S	96	-5	95	97	2	101	1	93
O=C(Cc1cccs1)NNC(=O)C12CC3CC(CC(C3)C1)C2	95	-3	86	86	-3	91	0	99
COc1cc(NC(=O)Cc2cccs2)ccc1-n1cnnn1	102	9	102	112	14	108	1	108
O=C(O)C/C(=C\c1ccc(Cl)cc1)c1nc2ccccc2o1	104	32	101	100	8	108	1	101
COc1ccc(C(C)=O)cc1COC(=O)CSCC(=O)Nc1ccc(C)cc1	94	-3	85	91	6	96	1	88
Cc1cc(=O)oc2cc(N3C(=O)CC(Cc4ccccc4)C3=O)ccc12 (stereo not drawn)	98	17	97	112	6	103	0	100
Cc1ccc(Nc2cc(C)c3c(O)cccc3n2)cc1C	103	-3	98	100	7	102	0	98
CCOc1ccc2oc(C(=O)N3CCN(c4ccccc4OCC)CC3)c(C)c2c1	93	-59	94	102	-33	107	0	96
CCOc1ccc(NS(=O)(=O)c2ccc(NC(=S)NC(C)=O)cc2)cc1	116	11	105	98	3	115	2	102
Nc1nc(C23CC4CC(CC(C4)C2)C3)[nH]c(=O)n1	100	-8	97	100	-11	97	4	92
COc1ccc(-c2cc3c(=O)n(CC(=O)NCCN4CCCC4)nc(C)n3n2)cc1	103	-5	99	99	0	101	0	106
CS(=O)(=O)N1CCN(c2ccccc2NC(=O)Cc2ccc(Cl)cc2)CC1	102	-2	103	101	9	100	0	98
CCOC(=O)C1=C(C)NC2=C(C(=O)CC(C)(C)C2)C1c1ccc2c(c1)CCCN2C (stereo not drawn)	110	25	99	109	-12	99	5	107
CC(=O)N1CCN(C(=O)c2ccc(S(=O)(=O)Nc3ccccc3Cl)cc2)CC1	94	-4	95	96	15	99	0	93
FC(F)(F)c1cccc(-c2nc3nc(Cl)c(Cl)nc3[nH]2)c1	102	-4	109	108	-2	99	0	111
CCc1nnc(NC(=O)CCC2CCCCC2)s1	109	10	98	103	-2	107	2	102
CCCCn1c(N)c(-c2nc3ccccc3s2)c2c([N+](=O)[O-])nn(CC)c(=O)c21	96	-1	96	96	8	101	0	92
CCn1nc(C(=O)OCC(=O)NCC(C)C)c2ccccc2c1=O	101	1	104	106	15	97	0	101
CCN(C[C@H]1N[C@@](C)(C(=O)OC)[C@H]2C(=O)N(Cc3ccccc3)C(=O)[C@@H]12)C(=O)COC	106	nt	106	103	2	110	0	90
Cc1ccc(CNC(=O)COc2ccccc2-c2ccccc2)cc1	104	6	105	110	-9	106	0	103
CCOC(=O)c1csc(NC(=O)C2=COCCO2)n1	98	15	96	100	15	104	3	96
Nn1c(SCC(=O)Nc2c(F)cc(F)cc2Br)nnc1C1CCCCC1	107	-1	104	105	4	101	3	106
Cc1oc(-c2cccs2)nc1CS(=O)CC(=O)NC1CCCCCC1 (stereo not drawn)	100	16	101	101	2	98	8	101
c1ccc2c(OCCCCN3CCCC3)cccc2c1	100	-10	101	113	-9	100	0	105
CCOc1ccccc1N1CC(C(=O)NC2CCCCCC2)CC1=O (stereo not drawn)	98	-7	95	96	-16	96	2	100
CC(C)=C1C(=O)NN(c2cccc(Cl)c2)C1=O	106	0	105	101	-3	102	0	109
CCCN1CNc2c(c(=O)[nH]c(=S)n2CCc2ccccc2)C1	105	nt	103	111	14	108	3	101
C=CCOc1c(CNn2nnnc2N)cccc1OC	97	2	92	97	0	95	3	96
O=C(/C=C/c1ccco1)Nc1cccnc1	102	1	105	107	-4	95	0	102
Cc1sc2ncn(CC(=O)N3CCN(c4ccccn4)CC3)c(=O)c2c1S(=O)(=O)N1CCCCC1	90	-4	96	98	-6	90	0	94

Continuation:
SMILES	AGP1-GFP MLPCN	JMJD2C inh	RPL19A-GFP yeast	MEP2-GFP yeast	VLA-4 inh	LAP4-GFP MLPCN	GRK2 aptamer HTS	CIT2-GFP yeast
COc1ccc(-c2noc(CCc3ccccc3)n2)cc1	100	9	99	100	2	104	1	96
CC1CC(C)CN(c2cc3c(cc2[N+](=O)[O-])C(=O)N(c2ccccc2)C3=O)C1 (stereo not drawn)	99	-16	100	96	7	88	2	104
O=C(Nc1ccc(Cl)c(Cl)c1)OCc1cncs1	93	-1	93	107	4	103	0	105
O=C(NCc1cccc(Br)c1)C1CC2Cn3c(nc4ccccc43)C2N1c1ccccc1 (stereo not drawn)	108	0	99	99	-7	97	0	102
CCCCOc1ccc(C(=O)N(C)CC(=O)Nc2ccc(C)cc2)cc1	98	8	107	100	4	97	0	104
CC(=O)N(Cc1nc2sc(C)c(C)c2c(=O)[nH]1)C1CCCC1	106	-16	101	111	11	111	3	103
Clc1cc(Br)ccc1OCCCn1ccnc1	99	-24	95	97	6	96	0	93
O=C(NCCN1CCOCC1)c1cccn2c(=O)c3c4c(sc3nc12)CCCC4	99	-1	107	104	2	92	5	99
CC1(C)CC(NC(=O)c2ccc(-c3ccc([N+](=O)[O-])cc3)o2)CC(C)(C)N1	106	-3	104	112	4	112	0	124
COc1ccc([C@H]2CC(=O)C=C(c3ccnc4ccc(Cl)cc34)C2)cc1	89	6	93	81	-7	110	1	75
CCN(c1ccccc1)S(=O)(=O)c1ccc(OC)c(NC(=O)CNC)c1	99	-8	106	115	6	109	2	103
CCOc1cc(C=O)ccc1OCC(N)=O	86	-4	91	82	19	87	4	90
CN1CCC(=NNC(=O)c2ccc(N(Cc3ccccc3Cl)S(C)(=O)=O)cc2)CC1	106	-13	107	110	-17	99	3	105
CCN1CCN(c2ccc(S(=O)(=O)N3CCCCC3)cc2NC(=O)c2ccc(OC(F)F)cc2)CC1	115	-1	103	109	-4	116	0	110
Cc1c(Cl)cccc1-n1ccnc1SCC(=O)O	102	?	100	102	6	102	1	100

Entries above that contain a CF3 group (2):
SMILES	AGP1-GFP MLPCN	JMJD2C inh	RPL19A-GFP yeast	MEP2-GFP yeast	VLA-4 inh	LAP4-GFP MLPCN	GRK2 aptamer HTS	CIT2-GFP yeast
Cc1csc2ncnc(N3CCN(C(=S)Nc4ccc(C(F)(F)F)cc4)CC3)c12	106	-10	99	89	1	112	0	95
FC(F)(F)c1cccc(-c2nc3nc(Cl)c(Cl)nc3[nH]2)c1	102	-4	109	108	-2	99	0	111

Next part:
SMILES	AGP1-GFP MLPCN	JMJD2C inh	RPL19A-GFP yeast	MEP2-GFP yeast	VLA-4 inh	LAP4-GFP MLPCN	GRK2 aptamer HTS	CIT2-GFP yeast
CCOC(=O)N1CCC(c2nc3ccccc3[nH]2)CC1	95	53*	96	99	-1	nt	2	98
COc1ccccc1N(CC(=O)Nc1ccc(C(F)(F)F)cc1)S(C)(=O)=O	109	9	103	103	-4	105	1	114
O=C(CN1CCN(S(=O)(=O)c2ccc(Br)cc2)CC1)Nc1ccccc1C(=O)c1ccccc1	99	-1	100	100	-13	98	0	102
O=C(Nc1ccccc1OC(F)F)c1ccc(-n2cncn2)c([N+](=O)[O-])c1	98	-8	94	87	12	103	2	87
COC(=O)Cc1c(C)c2ccc(OCC(=O)N3CCC(C)CC3)c(C)c2oc1=O	98	-2	103	94	1	96	0	99
COCCN(CC(=O)Nc1cccc(C)c1C)C(=O)c1oc2ccccc2c1C	73	5	99	90	3	80	0	81
O=C(CSc1ccccn1)N1CCN(c2cccc(Cl)c2)CC1	94	7	88	113	10	115	2	104
CCN(C(=O)CN1C(=O)c2ccccc2S1(=O)=O)C1CCCCC1	111	-4	100	101	6	111	3	97
O=C(c1ccc(Cl)c(Cl)c1)N1CCOCC1	98	-14	101	95	12	100	1	101

Assay outcomes: PubChem BioAssay, several laboratories
